MITF TRPM1 HTS – activators of MITF-driven TRPM1 promoter activity in SK-MEL-5 cells | 0.75% of 300,000 active | SK-MEL-5 TRPM1-promoter luciferase, 24 h; % of positive control, neutral wells = 0 | activation, % at 12.5 µM;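 active = mean activation of at least 80% with every replicate also reaching 80%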;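 note: 0% = neutral control wells and 100% = parthenolide positive control wells; values of inactives mirror those of a sister screen read the other way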
HTR5A inv ag – counter-screen for OPRM1-OPRD1 inverse agonists: human HTR5A inverse agonism | 0.083% of 340,000 active | P47898 | AID 504634 | HTR5A cell line, luminescence | inhibition, % at 9.3 µM; in the data active = inhibition mostly above about 23%, no sharp cut-off; inactive = mostly below about 18%;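 note: 0% = cells with DMSO and 100% = no-cell wells with DMSO; some compounds called inactive have numbers as strong as hits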
NSD2 inh – NSD2 (human) methyltransferase inhibition. inhibition, % at 12.5 µM. O96028. AID 743445. NSD2 peptide methylation, AlphaScreen, 120 min. 0.54% of 310,000 active; in the data active = inhibition above about 50%
V-ATPase pH – alters yeast V-ATPase proton transport; AID 504577; response, % at 10 µM; 0.37% of 350,000 active; S. cerevisiae, pHLuorin cytosolic pH fluorescence; in the data active = response mostly above about 7.3%, no sharp cut-off; inactive = mostly below about 5.4%; note: actives read high; inactives centre near 0; some compounds called inactive have numbers as strong as hits; reference of the scale not given here
dFosB activator – enhances mouse delta FosB homodimer DNA binding. P13346. purified delta FosB, TAMRA-CDK5 oligo fluorescence polarization; percent of positive-control signal above neutral wells. activation, % at 25 µM. 0.99% of 340,000 active;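 active = mean activation above about 17%, with every replicate also reaching it, limit read from the data, passing the limit was not always enough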;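 note: fluorescence polarization rise as delta FosB binds a TAMRA Cdk5 AP-1 oligo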
Target sequence (P13346 whole entry, looked up): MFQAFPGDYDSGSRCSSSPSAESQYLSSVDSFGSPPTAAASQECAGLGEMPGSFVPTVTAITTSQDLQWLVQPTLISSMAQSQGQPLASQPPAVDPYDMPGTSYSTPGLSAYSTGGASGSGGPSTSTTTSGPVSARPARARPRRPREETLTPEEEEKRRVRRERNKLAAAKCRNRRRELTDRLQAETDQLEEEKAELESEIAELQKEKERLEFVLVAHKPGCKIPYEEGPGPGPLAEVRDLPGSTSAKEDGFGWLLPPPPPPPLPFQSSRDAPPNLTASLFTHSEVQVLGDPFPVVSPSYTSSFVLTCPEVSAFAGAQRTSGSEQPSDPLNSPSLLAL
HTR5A ag ctr – counter-screen for OPRM1-OPRD1 agonists: human HTR5A agonism; P47898; AID 504692; 0.61% of 340,000 active; HTR5A agonist assay, luminescence, cell-based; activation, % at 9.3 µM; in the data active = activation mostly above about 9.5%, no sharp cut-off; inactive = mostly below about 7.6%;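 note: 0% = cells with vehicle only and 100% = reference agonist; strong numbers were not always called active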
PvdQ inh – P. aeruginosa PvdQ acylase inhibition; purified PvdQ acylase, fluorescence plate reader; inhibition, % at 10 µM; 0.063% of 340,000 active; in the data active = inhibition above about 30%, passing the limit was not always enough;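 note: 0% = vehicle neutral wells and 100% = reference inhibitor wells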
CDK5 p35 inh – blocks human CDK5/p35 kinase activity. Recombinant CDK5/p35, ADP-Glo luminescence, 60 min. 0.01% of 330,000 active. inhibition, % at 10 µM. Q00535+Q15078;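 active = highest replicate inhibition of at least 50% and at least 75% of replicates reaching 50%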;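 note: plate controls were DMSO neutral control for no effect and GW8510 at 10 µM for full effect; many of its hits are not listed in these tables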
Wnt bcat act – activates Wnt/beta-catenin signaling in a reporter cell assay; activator, plate reader; activation, % at 9.35 µM; 1.2% of 300,000 active; AID 743398; in the data active = activation above about 30%, passing the limit was not always enough;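 note: 0% = neutral control wells and 100% = positive control wells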
SR-BI HDL uptake – inhibitors of mouse SR-BI mediated HDL lipid uptake | 0.96% of 320,000 active | inhibition, % at 12.5 µM | ldlA[mSR-BI] CHO cells, DiI-HDL uptake fluorescence, 3 h | Q61009;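 active = mean replicate inhibition of at least 70% and a set share of replicates each scoring 70 or more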;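 note: 0% = median of neutral control wells and 100% = median of positive control wells; values of inactives mirror those of a sister screen read the other way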
Target sequence (Q61009 whole entry, looked up): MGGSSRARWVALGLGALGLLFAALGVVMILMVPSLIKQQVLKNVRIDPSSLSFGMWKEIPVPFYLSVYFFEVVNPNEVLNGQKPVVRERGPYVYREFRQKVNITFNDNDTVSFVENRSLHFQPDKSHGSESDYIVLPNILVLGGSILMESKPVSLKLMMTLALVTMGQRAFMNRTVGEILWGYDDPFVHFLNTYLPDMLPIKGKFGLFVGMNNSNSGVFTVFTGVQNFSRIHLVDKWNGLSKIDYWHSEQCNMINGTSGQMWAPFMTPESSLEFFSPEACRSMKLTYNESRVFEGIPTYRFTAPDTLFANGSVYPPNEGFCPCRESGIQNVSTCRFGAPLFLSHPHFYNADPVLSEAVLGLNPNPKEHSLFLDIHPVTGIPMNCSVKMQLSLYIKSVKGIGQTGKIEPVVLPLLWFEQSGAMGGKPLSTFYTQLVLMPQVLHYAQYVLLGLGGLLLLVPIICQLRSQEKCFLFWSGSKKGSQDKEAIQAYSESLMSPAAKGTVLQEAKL
* = called active by the depositor. Compounds as they come. About 5% of those tested had a hit in this group.

Results for CC(C)(C)C(=O)Nc1cc(C(F)(F)F)ccc1N1CCOCC1 ?
MITF TRPM1 HTS: 10.4; HTR5A inv ag: -4.1; NSD2 inh: -2.0; V-ATPase pH: 0.4; dFosB activator: -8.6; HTR5A ag ctr: 1.2; PvdQ inh: -1.7; CDK5 p35 inh: 0.3; SR-BI HDL uptake: 1.8

What do the screens show for `Cc1ccc(C)c(NC(=O)CCOc2ccccc2)c1`?
MITF TRPM1 HTS: 5.9; HTR5A inv ag: -19.3; NSD2 inh: -0.8; V-ATPase pH: 0.7; dFosB activator: 12.1; HTR5A ag ctr: 5.2; PvdQ inh: -12.2; CDK5 p35 inh: 0.0; Wnt bcat act: 1.4; SR-BI HDL uptake: 8.4

Results for O=C(CN1C(=O)c2ccccc2S1(=O)=O)NCCSCc1ccccc1Cl ?
MITF TRPM1 HTS: -4.1; HTR5A inv ag: 0.3; NSD2 inh: -4.0; V-ATPase pH: -0.2; dFosB activator: -3.5; HTR5A ag ctr: 1.0; PvdQ inh: 2.6; CDK5 p35 inh: 3.7; Wnt bcat act: 0.2; SR-BI HDL uptake: -6.2

Results for COc1ccc(CNC(=O)CCC(=O)n2ncc3cc(C)ccc32)cc1 ?
HTR5A inv ag: -12.2; V-ATPase pH: -2.6; dFosB activator: -7.1; HTR5A ag ctr: -1.0; PvdQ inh: 12.8; CDK5 p35 inh: 1.4; Wnt bcat act: 1.5; SR-BI HDL uptake: -9.8

What do the screens show for `Cc1cc(C)c(C)c(S(=O)(=O)N2CCC(C(=O)N3CCCC3)CC2)c1C`?
MITF TRPM1 HTS: 15.2; HTR5A inv ag: 6.4; NSD2 inh: 1.5; V-ATPase pH: -4.7; dFosB activator: -7.8; HTR5A ag ctr: -1.0; PvdQ inh: 1.3; CDK5 p35 inh: 0.1; Wnt bcat act: 5.3; SR-BI HDL uptake: 7.2

What do the screens show for `Cc1ccc(N(CC(=O)NC2CCCCC2C)S(=O)(=O)c2c(C)nn(C)c2C)cc1` (centres undefined)?
MITF TRPM1 HTS: -6.9; HTR5A inv ag: 2.6; V-ATPase pH: 2.7; dFosB activator: -5.1; HTR5A ag ctr: 0.9; PvdQ inh: -12.5; Wnt bcat act: -1.7; SR-BI HDL uptake: -7.2

What do the screens show for `COc1ccc(C(NC(=O)C(C)(C)C)NC(=O)C(C)(C)C)cc1`?
MITF TRPM1 HTS: -3.9; HTR5A inv ag: -5.5; NSD2 inh: -0.5; V-ATPase pH: 1.6; dFosB activator: -4.1; HTR5A ag ctr: -0.8; PvdQ inh: 0.4; CDK5 p35 inh: 0.6; Wnt bcat act: -2.7; SR-BI HDL uptake: -5.4

What do the screens show for `CCOC(=O)CNC(=S)N(Cc1ccco1)Cc1ccccc1Cl`?
MITF TRPM1 HTS: -1.3; HTR5A inv ag: 12.0; NSD2 inh: 0.0; V-ATPase pH: 1.7; dFosB activator: -2.8; HTR5A ag ctr: -3.4; PvdQ inh: -7.1; CDK5 p35 inh: 0.3; Wnt bcat act: 2.6; SR-BI HDL uptake: 8.5

Results for CC1=NNC(=O)/C1=C\c1cn(-c2ccccc2)nc1-c1cccs1 ?
MITF TRPM1 HTS: -97.5; HTR5A inv ag: -45.2; V-ATPase pH: 4.3; dFosB activator: -19.5; HTR5A ag ctr: 16.9*; PvdQ inh: -0.5; CDK5 p35 inh: 1.9; Wnt bcat act: -38.4; SR-BI HDL uptake: 44.9

What do the screens show for `CCOc1c(N2CC(C)OC(C)C2)c(=O)c1=O` (centres undefined)?
HTR5A inv ag: 19.2; NSD2 inh: -2.3; V-ATPase pH: -1.9; dFosB activator: -3.4; HTR5A ag ctr: -1.2; PvdQ inh: -11.8; CDK5 p35 inh: 0.1; Wnt bcat act: 1.8; SR-BI HDL uptake: -1.5

How did O=C(/C=C/c1ccccc1[N+](=O)[O-])N1CCOCC1 do in these assays?
MITF TRPM1 HTS: -2.8; HTR5A inv ag: 6.9; NSD2 inh: -1.1; V-ATPase pH: -0.4; dFosB activator: -2.9; HTR5A ag ctr: -1.9; PvdQ inh: 0.0; CDK5 p35 inh: -1.4; Wnt bcat act: 1.7; SR-BI HDL uptake: 8.0

What do the screens show for `CSc1nncc(-c2ccc(F)cc2)n1`?
MITF TRPM1 HTS: 28.2; HTR5A inv ag: -16.5; NSD2 inh: 41.0; V-ATPase pH: 6.7; dFosB activator: 3.1; HTR5A ag ctr: 1.2; PvdQ inh: 6.7; CDK5 p35 inh: -0.2; SR-BI HDL uptake: 18.7

Results for COc1ccc(NC(=S)Nc2cnc3ccccc3c2)c(OC)c1 ?
MITF TRPM1 HTS: -6.7; HTR5A inv ag: -1.6; NSD2 inh: -1.7; V-ATPase pH: -5.6; dFosB activator: 5.0; HTR5A ag ctr: -2.5; PvdQ inh: -7.0; CDK5 p35 inh: -2.4; Wnt bcat act: 2.1

What do the screens show for `COC(=O)c1c(N)n(CCCN2CCOCC2)c2nc3ccccc3nc12`?
MITF TRPM1 HTS: 9.7; HTR5A inv ag: -10.4; NSD2 inh: 1.9; V-ATPase pH: -5.0; dFosB activator: 9.2; HTR5A ag ctr: -0.2; PvdQ inh: -2.5; CDK5 p35 inh: -0.6; Wnt bcat act: -0.2; SR-BI HDL uptake: 10.9

Results for CCCOC(=O)CCCCC1SCC(NC(=O)OC)C1NC(=O)OC (centres undefined) ?
MITF TRPM1 HTS: -5.2; HTR5A inv ag: 1.0; NSD2 inh: 42.0; V-ATPase pH: -0.3; dFosB activator: -6.9; HTR5A ag ctr: 4.3; PvdQ inh: -3.8; CDK5 p35 inh: 0.1; Wnt bcat act: -2.7; SR-BI HDL uptake: -7.4

What do the screens show for `COc1ccc(/C=C/C(=O)NC(=S)Nc2ccc(Br)cn2)cc1`?
MITF TRPM1 HTS: -13.3; HTR5A inv ag: 5.2; NSD2 inh: -2.6; V-ATPase pH: -0.9; dFosB activator: -12.8; HTR5A ag ctr: -1.4; PvdQ inh: 11.1; CDK5 p35 inh: 0.8; Wnt bcat act: -1.7; SR-BI HDL uptake: 10.4

Results for CCN(CC)C(=S)SC1CCCCN(C(=O)c2ccc(F)cc2)C1=O (centres undefined) ?
MITF TRPM1 HTS: -0.8; HTR5A inv ag: -12.4; NSD2 inh: -1.0; V-ATPase pH: -0.5; dFosB activator: -2.0; HTR5A ag ctr: 0.7; PvdQ inh: -15.1; CDK5 p35 inh: -1.4; Wnt bcat act: 0.2; SR-BI HDL uptake: -10.4

How did COC(=O)C(C)N1CCC(=O)c2ccccc2S1(=O)=O (centres undefined) do in these assays?
MITF TRPM1 HTS: 2.6; HTR5A inv ag: -6.7; V-ATPase pH: -2.5; dFosB activator: -6.0; HTR5A ag ctr: -0.2; PvdQ inh: -8.3; CDK5 p35 inh: -0.9; Wnt bcat act: -2.5; SR-BI HDL uptake: -6.8

How did O=C(CSc1nc(=O)n(CCN2CCOCC2)c2c1CCCC2)Nc1cccc([N+](=O)[O-])c1 do in these assays?
MITF TRPM1 HTS: 0.1; HTR5A inv ag: 12.2; NSD2 inh: 0.6; V-ATPase pH: -1.7; dFosB activator: -8.1; HTR5A ag ctr: -5.0; PvdQ inh: 2.3; CDK5 p35 inh: 0.0; Wnt bcat act: -4.3; SR-BI HDL uptake: -22.8

How did C=CCN(Cc1cn(C)nc1-c1cccc(Cl)c1)C1CCS(=O)(=O)C1 (centres undefined) do in these assays?
MITF TRPM1 HTS: -7.5; HTR5A inv ag: -23.4; NSD2 inh: -0.5; V-ATPase pH: -0.6; dFosB activator: -2.8; HTR5A ag ctr: 5.5; PvdQ inh: -9.1; CDK5 p35 inh: -1.1; Wnt bcat act: -2.5; SR-BI HDL uptake: -8.9

What do the screens show for `COCCSc1ccccc1C(=O)N1CCCC(C)C1` (centres undefined)?
MITF TRPM1 HTS: 8.2; HTR5A inv ag: 6.8; NSD2 inh: 3.4; V-ATPase pH: 1.8; dFosB activator: -7.1; HTR5A ag ctr: 0.9; PvdQ inh: -9.3; CDK5 p35 inh: -4.0; Wnt bcat act: -1.6; SR-BI HDL uptake: -20.1

Results for COc1ccc(C2=NOC(C(=O)Nc3cc(C)on3)C2)cc1 (centres undefined) ?
MITF TRPM1 HTS: -0.5; HTR5A inv ag: -3.0; V-ATPase pH: -2.2; dFosB activator: -9.8; HTR5A ag ctr: 1.2; PvdQ inh: -9.6; CDK5 p35 inh: -0.3; Wnt bcat act: 1.4; SR-BI HDL uptake: -4.4

What do the screens show for `O=C(NCc1ccc2c(c1)OCO2)c1ccc(NS(=O)(=O)c2ccc3c(c2)OCCO3)cc1`?
HTR5A inv ag: -26.3; NSD2 inh: -0.8; V-ATPase pH: 2.1; dFosB activator: -3.9; HTR5A ag ctr: 9.6; PvdQ inh: 10.2; CDK5 p35 inh: -0.6; Wnt bcat act: 2.7; SR-BI HDL uptake: -8.6

What do the screens show for `Cc1cc(C)c(S(=O)(=O)Nc2ccccn2)c(C)c1`?
HTR5A inv ag: 2.5; NSD2 inh: -1.6; V-ATPase pH: -0.5; dFosB activator: -5.0; HTR5A ag ctr: 1.1; PvdQ inh: -2.7; CDK5 p35 inh: -0.5; Wnt bcat act: -1.1; SR-BI HDL uptake: -24.4

What do the screens show for `Cc1cccc(C(=O)Nc2c(C(=O)N(C)C)cnn2-c2ccccc2)c1`?
MITF TRPM1 HTS: -2.2; HTR5A inv ag: -4.3; NSD2 inh: 1.4; V-ATPase pH: -1.6; dFosB activator: 1.0; HTR5A ag ctr: 1.2; PvdQ inh: 5.3; CDK5 p35 inh: 3.5; Wnt bcat act: -1.8; SR-BI HDL uptake: -21.5

What do the screens show for `O=C1C=CC(=O)c2c(O)c(CO)c(CO)c(O)c21`?
HTR5A inv ag: -2.6; V-ATPase pH: -3.5; dFosB activator: -17.3; HTR5A ag ctr: 0.7; PvdQ inh: 8.1; CDK5 p35 inh: 2.5; Wnt bcat act: 9.0; SR-BI HDL uptake: -7.8

Results for Cc1cccc(C)c1NC(=S)N(Cc1ccccc1)Cc1cccnc1 ?
MITF TRPM1 HTS: 0.9; HTR5A inv ag: 6.5; NSD2 inh: -5.4; V-ATPase pH: 3.4; dFosB activator: -2.3; HTR5A ag ctr: -2.5; PvdQ inh: 10.4; CDK5 p35 inh: -0.6; Wnt bcat act: -3.1; SR-BI HDL uptake: -31.9

How did CNC(=O)C(=O)NCC1OCCN1S(=O)(=O)c1ccc2c(c1)OCCO2 (centres undefined) do in these assays?
MITF TRPM1 HTS: -4.3; HTR5A inv ag: -15.4; NSD2 inh: -3.4; V-ATPase pH: 3.3; dFosB activator: 0.1; HTR5A ag ctr: -1.8; PvdQ inh: -7.6; CDK5 p35 inh: 0.4; Wnt bcat act: -4.9; SR-BI HDL uptake: -1.8

What do the screens show for `COc1cc(C2c3c(oc4ccccc4c3=O)C(=O)N2c2ccc(C)cn2)ccc1O` (centres undefined)?
HTR5A inv ag: 21.1; V-ATPase pH: -0.1; dFosB activator: -7.7; HTR5A ag ctr: -7.6; PvdQ inh: 7.7; CDK5 p35 inh: 0.0; Wnt bcat act: 2.6; SR-BI HDL uptake: 1.4

How did CCOc1ccc(NC2CCN(C(C)=O)CC2)cc1 do in these assays?
MITF TRPM1 HTS: 11.0; HTR5A inv ag: 9.7; V-ATPase pH: 0.2; dFosB activator: 1.4; HTR5A ag ctr: 0.8; PvdQ inh: -8.5; CDK5 p35 inh: -0.8; Wnt bcat act: 4.4; SR-BI HDL uptake: 7.0

How did CCS(=O)(=O)N1CCCC(C(=O)NCc2ccccc2Cl)C1 (centres undefined) do in these assays?
MITF TRPM1 HTS: 10.4; HTR5A inv ag: 12.2; NSD2 inh: 5.1; dFosB activator: 0.8; HTR5A ag ctr: -6.7; PvdQ inh: -9.3; CDK5 p35 inh: 1.8; SR-BI HDL uptake: -12.5

Screens (PubChem)
